Screening data: PubChem, The Scripps Research Institute Molecular Screening Center
TAAR1 antag – antagonists of human TAAR1; AID 624466; CHO RD-HGA16 TAAR1, Fluo-8 calcium fluorescence, antagonist; Q96RJ0; 1.5% of 360,000 active; inhibition, % at 3 µM;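 active means inhibition above a per-plate cutoff, the mean inhibition of test compounds on that plate plus 3 SD, cut at about 49% in these data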;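 further: 0% = DMSO plus EC80 beta-PEA response and 100% = DMSO alone without agonist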
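Assay system: RD-HGA16 CHO cells with stable hTAAR1 and Gα16 / Reagent: EC80 β-phenethylamine stimulus / Doses: 3 µM, single point / Timing: dye loading 75 min at 37 °C, then 30 min room temperature / Measured by: Fluo-8 intracellular calcium dye fluorescence, real-time kinetic reads / Controls: vehicle wells and EC80 agonist wells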
CHO-K1 Ca antag – nonselective inhibitor or artifact in parental CHO-K1 cells; 0.6% of 360,000 active; ATP-induced calcium, Fluo-8 fluorescence; inhibition, % at 3 µM; AID 602250;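 active means inhibition above a per-plate cutoff, the plate's mean sample inhibition plus 3 SD, cut at about 24% in these data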;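 further: 0% = DMSO plus EC80 ATP and 100% = DMSO alone without ATP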
M1 antag – human CHRM1 antagonism; P11229; CHO-K1 hM1, Fluo-8 calcium fluorescence, ACh EC80 antagonist; inhibition, % at 3 µM; 1.3% of 360,000 active;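 active means percent inhibition above its own plate's cutoff, namely the mean of that plate's compound wells plus 3 SD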;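 further: peak over basal fluorescence ratio during 140 s after agonist addition; 0% = ACh EC80 plus DMSO and 100% = DMSO alone without agonist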
Target sequence (P11229 whole entry, looked up): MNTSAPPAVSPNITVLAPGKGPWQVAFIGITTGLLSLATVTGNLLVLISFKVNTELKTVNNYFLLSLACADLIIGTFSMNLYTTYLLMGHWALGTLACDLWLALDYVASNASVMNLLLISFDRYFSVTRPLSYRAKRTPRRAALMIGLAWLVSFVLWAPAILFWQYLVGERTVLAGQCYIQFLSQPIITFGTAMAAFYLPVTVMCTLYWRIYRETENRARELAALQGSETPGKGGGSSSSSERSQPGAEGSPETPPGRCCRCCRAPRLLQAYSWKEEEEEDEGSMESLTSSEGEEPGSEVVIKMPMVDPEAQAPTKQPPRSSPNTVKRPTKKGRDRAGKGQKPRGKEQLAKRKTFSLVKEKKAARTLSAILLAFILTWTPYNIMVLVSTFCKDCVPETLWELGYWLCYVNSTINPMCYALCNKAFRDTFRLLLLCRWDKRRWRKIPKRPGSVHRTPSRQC
CHRM1 agonist – human M1 muscarinic receptor agonism. 0.33% of 360,000 active. AID 588814. P11229. CHO-K1 hM1, Fluo-8 calcium fluorescence, agonist mode; 0% DMSO, 100% acetylcholine EC100. activation, % at 3 µM;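 active means activation above the run's mean compound activation plus 3 SD, cut at about 16% in these data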;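 further: peak over basal fluorescence ratio within a 140 s kinetic read after compound addition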
CHO parental Ca – counter-screen for OX1R antagonists: effect in parental CHO cells | parental CHO-K1, ATP-induced calcium, Fluo-8 fluorescence | 0.63% of 330,000 active | inhibition, % at 5.6 µM;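 active means inhibition above that plate's mean sample inhibition plus 3 SD, cut at about 26% in these data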;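 further: 0% = ATP-challenged DMSO wells and 100% = DMSO wells without ATP; some compounds past the cut are filed as inactive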
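Assay system: untransfected parental CHO cell line. Also added: ATP agonist challenge. Dosing: one dose, 5.6 µM nominal. Measured by: Fluo-8 fluorescence. Read-out: % inhibition. Benchmarks: ATP wells versus no-ATP DMSO wells. Repeats: no replicates.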
OXTR potentiator – human OXTR potentiation | P30559 | CHO-OTR cells, Fluo-8 calcium fluorescence, potentiator mode; 0% = oxytocin EC15, 100% = EC100 | activation, % at 3 µM | 0.061% of 320,000 active;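 active means activation above that plate's cutoff, the mean activation of tested compounds plus 3 SD, cut at about 6.6% in these data, passing the limit was not always enough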;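 further: 100% uses oxytocin at 75 nM as the full agonist control; some results filed as inactive read as strong as hits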
Target sequence (P30559 whole entry, looked up): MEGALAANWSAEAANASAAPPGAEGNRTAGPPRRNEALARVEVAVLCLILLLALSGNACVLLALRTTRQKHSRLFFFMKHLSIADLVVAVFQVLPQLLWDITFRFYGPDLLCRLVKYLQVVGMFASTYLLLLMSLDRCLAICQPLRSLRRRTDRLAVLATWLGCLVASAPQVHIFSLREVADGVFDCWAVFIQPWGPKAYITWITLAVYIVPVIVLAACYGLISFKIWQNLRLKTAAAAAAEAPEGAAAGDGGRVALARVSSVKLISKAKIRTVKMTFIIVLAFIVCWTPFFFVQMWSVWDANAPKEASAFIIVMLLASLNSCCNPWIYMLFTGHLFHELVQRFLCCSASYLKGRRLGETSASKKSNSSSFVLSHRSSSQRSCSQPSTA
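Material: CHO-OTR cells, human receptor; compound dosing: single dose, 3.0 µM nominal final compound concentration; schedule: 6 min compound pre-incubation at room temperature, 100 s kinetic read; measured by: kinetic Fluo-8 calcium fluorescence; read-out basis: % activation vs EC15 and EC100 oxytocin; controls: EC15 oxytocin alone as 0%, 75 nM oxytocin as 100%; replicates: singlicate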
TAAR1 agonist – human TAAR1 agonism; CHO RD-HGA16 TAAR1, Fluo-8 calcium fluorescence; vehicle wells 0%, saturating PEA agonist 100%; AID 624467; activation, % at 3 µM; Q96RJ0; 0.99% of 360,000 active;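 active means activation above the mean activation of all test compounds in the run plus 3 SD, cut at about 38% in these data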
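System: CHO-derived RD-HGA16 cells with stable Gα16 and human TAAR1 / Times: 17-24 h plating, Fluo-8 75 min 37 °C, 30 min RT / Technique: calcium-sensitive Fluo-8 signal, excitation 470-495, emission 515-575 nm / Measure: % activation relative to PEA EC100 response / Benchmarks: DMSO and PEA EC100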
M1 PAM parental – nonselective activator or artifact in parental CHO-K1 calcium assay; ATP EC20, Fluo-8 calcium fluorescence; 0% at ATP EC20, 100% at ATP max; activation, % at 3 µM; 0.02% of 360,000 active; AID 602247;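 active means activation above the run cutoff, the mean activation of all test compounds plus 3 SD, cut at about 40% in these data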;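 further: peak over basal fluorescence ratio in a 140 s read after ATP addition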
M1 ag parental – counter-screen for M1 agonists: effect in parental CHO-K1 cells; Fluo-8 calcium fluorescence; scaled to maximal ATP response, vehicle zero; activation, % at 3 µM; 0.48% of 360,000 active; in the data active means activation above about 15%;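 further: untransfected CHO-K1 host cells lacking M1 receptor as counterscreen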
Starred values were filed as active, the others as inactive; · = no result given. Hits appear at their usual frequency; any-hit rate near 4.2%.

SMILES	TAAR1 antag	CHO-K1 Ca antag	M1 antag	CHRM1 agonist	CHO parental Ca	OXTR potentiator	TAAR1 agonist	M1 PAM parental	M1 ag parental
CCNC(=O)C1(C)CCCN(Cc2cccc3ccccc23)C1 (configuration not stated)	-18	6	-14	-7	·	·	4	2	-0.6
NC(=S)c1c(Cl)cc(C(F)(F)F)cc1Cl	-30	-12	-9	-4	5	-8	3	16	1.2
CC1CCN(C(=O)c2ccc(NC(=O)c3cccs3)cc2)CC1	8	1	5	-2	-11	-3	2	-12	0.8
COc1cc(C)c2occ(/C(C)=N\O)c2c1	4	3	9	-5	-5	4	14	4	0.2
CC(Cc1cccs1)NC(=O)Nc1ccc(Cl)cc1 (configuration not stated)	16	13	-6	3	0	-18	11	-5	7.3
Cc1cc([N+](=O)[O-])ccc1NCc1ccc2ccccc2c1	-1	1	12	-6	2	-6	-1	14	1.2
O=c1cc(CN2CCN(C/C=C/c3ccccc3)CC2)c2cc(O)c(-c3ccccc3)cc2o1	-3	-2	0	-5	-21	1	1	13	0.7
CCNC(=O)CCn1nc(-c2ccc(Cl)cc2)c2ccccc2c1=O	-8	-18	-6	-2	-10	-8	4	19	0.7
Clc1ccc(-c2nnc(C34CC5CC(CC(C5)C3)C4)o2)cn1	·	-10	-45	2	-18	-3	·	22	0.3
CN1CCN(C(=O)c2cc(=O)c3cc(Cl)cc(Cl)c3o2)CC1	-4	4	0	-4	-5	-3	0	-11	0.0
COc1cc(/C=N/NC(N)=S)ccc1OCC(=O)Nc1ccc(C)cc1	29	2	-13	-3	2	-12	11	14	2.2
CC(C)c1ccc(NC(=O)C2C3C=CC4(CN(Cc5cccnc5)C(=O)C24)O3)cc1 (configuration not stated)	-3	1	-7	-6	-7	-2	2	11	0.6
CCOc1ccc(C2C(C(=O)O)CCC(=O)N2C2CCCCC2)cc1 (configuration not stated)	-1	-1	-8	-4	-1	-4	9	15	0.5
O=C(Cn1c(-c2ccccc2)noc1=O)Nc1ccc(S(=O)(=O)N2CCOCC2)cc1	8	-11	4	-3	-7	-5	8	16	1.8
CC(=O)c1sc(NC(=O)CCN2C(=O)c3ccccc3C2=O)nc1C	15	-12	-2	-4	-23	-6	0	16	2.2
C[C@@H]1CN([C@@H](C)CO)C(=O)CCCn2nncc2CO[C@H]1CN(C)C(=O)Nc1ccc(-c2cccs2)cc1	-20	-3	-6	-8	·	·	-1	-1	-0.2
CCN(CC(=O)Nc1c(F)cccc1F)C(=O)CN1c2cccc3cccc(c23)S1(=O)=O	-6	3	4	-3	-10	-3	0	-21	-0.3
C=CCn1c(C#N)c(N)sc1=N	-10	-3	1	-2	-5	-6	10	9	0.9
CC1=C(C(=O)Nc2cccc(C(=O)NCC(C)c3ccccc3)c2)SCCO1 (configuration not stated)	5	-10	-3	-1	·	·	6	-1	3.5
Cc1nn(-c2ccccc2)c(C)c1NC(=O)COC(=O)CCCOc1ccccc1	57*	3	-9	3	10	2	14	-11	6.2
COCCNC(=O)c1noc2c1CCc1cc(OC)ccc1-2	-17	-14	-6	-5	-9	-2	2	12	1.8
COC(CNC(=O)C(=O)Nc1cc2c3c(c1)CC(=O)N3CCC2)OC	-5	-4	12	-2	0	-10	3	-10	0.1
CCCNC(=O)c1cnc(Sc2ncc(C(F)(F)F)cc2Cl)n1C	-8	-8	-8	-3	-14	-9	2	16	0.8
CC(C)(C)NC(=O)c1cc2c(ccc3ccccc32)oc1=O	-6	-13	-6	-1	-16	-19	5	6	-0.1
O=C(NCc1c[nH]c2ccccc12)c1ccccc1	-7	9	14	-1	-10	-13	1	7	4.8
C[C@@H]1CN([C@H](C)CO)C(=O)c2c(c3ccccc3n2C)-c2ccccc2CO[C@H]1CN(C)C(=O)c1cc(Cl)cc(Cl)c1	-6	-12	-8	-3	·	·	1	15	-0.2
Clc1nc(Nc2ccccc2)nc(Nc2ccccc2)n1	7	5	3	-9	-16	-10	0	3	-0.5
CCCN1CCN(CCCNC(=S)Nc2ccc(OC)cc2)CC1	-18	3	2	-6	-10	-4	4	5	0.3
CC(C)N1CCN(Cc2cccn2-c2ccccn2)CC1CCO (configuration not stated)	-19	-7	-5	-10	-8	-1	6	24	1.3
COc1ccc(C(=O)N2CCc3ccc(NC(=O)c4ccccn4)cc3C2)cc1F	-5	0	-5	0	·	·	7	-14	7.9
O=C(CSc1ncc(-c2ccc(F)cc2)[nH]1)Nc1cccc(O)c1	16	-15	-16	-2	-22	-8	7	8	3.3
CC(=O)c1c(COC(=O)c2ccccc2Cl)nc2ccccc2[n+]1[O-]	5	-7	1	1	-21	-11	7	12	6.2
COc1ccc(C(=O)N2CCN(CCCc3ccccc3)CC2)cc1OC	-5	0	-3	-9	-4	-2	0	12	7.7
Cc1ccc(S(=O)(=O)N(C)CC(=O)NC2CC(C)(C)NC(C)(C)C2)cc1	-6	-1	-4	0	-2	-18	9	2	0.4
O=C(NC1CCCCC1)N(Cc1nc2ccccc2c(=O)[nH]1)C1CCCC1	-14	-4	-5	-3	-14	-12	2	10	0.4
O=C(Cc1ccc([N+](=O)[O-])cc1)N1CCN(c2ccc([N+](=O)[O-])cc2)CC1	7	6	-4	-2	13	-17	6	-5	2.7
CCOc1cc(/C=N/NC(=O)c2cccs2)ccc1OC(=O)N1CCOCC1	9	1	5	-1	-13	-12	6	10	6.5
Cc1ccc(OCc2nc(-c3ccccc3)no2)c(C)c1	-4	20	-4	-3	-8	-3	10	-3	0.0
Cc1ccc(S(=O)(=O)CC(=O)Nc2nc3ccc(S(N)(=O)=O)cc3s2)cc1	8	-10	0	-2	0	-17	2	22	3.6
C=CCN1C=CC(=O)[C@@H](O)[C@H]1c1ccccc1Br	2	-8	-4	-2	·	·	5	10	1.3
O=C(c1[nH]c(C(F)(F)F)nc1-c1ccccc1)N1CCc2ccccc2C1	11	-5	-14	-2	·	·	81*	5	0.2
CC(C)CC(=O)Nc1ccc(OCC(=O)O)cc1	4	-4	-9	-3	0	-9	13	16	0.5
C[C@H](CO)N1C[C@H](C)[C@@H](CN(C)Cc2ccc(C(=O)O)cc2)Oc2c(cccc2N(C)C)C1=O	14	-18	-4	-7	1	-2	4	19	1.1
Clc1ccc(Oc2ncnc3oc(-c4ccccc4)cc23)cc1	14	0	-11	2	-5	-3	16	10	0.0
O=C(COc1cccnc1[N+](=O)[O-])NCCc1ccccc1	-14	-9	-22	-5	-22	-5	4	18	0.3
Cn1c(=O)c2c(-c3ccccc3)n(Cc3cccnc3)cc2n(C)c1=O	-11	-1	-13	-3	1	-10	10	9	0.0
Cc1cc(C)cc(NC(=O)COC(=O)CCC2CCCC2)c1	5	-12	-16	-3	-4	-6	1	4	-0.7
O=C(NN=Cc1c(O)ccc2ccccc12)c1ccc2c(c1)OCO2	-8	4	-2	0	18	-12	7	-8	0.1
Cc1ccc(C(=O)NCC(=O)OCC(=O)Nc2ccc3[nH]c(=O)[nH]c3c2)cc1	1	2	1	-4	-10	-5	0	8	0.7
COC(=O)[C@@H](NC(=O)N(C1CCCCC1)C1CCCCC1)C(C)C	2	-9	-9	-7	-12	7	13	17	0.2

(further entries)
SMILES	TAAR1 antag	CHO-K1 Ca antag	M1 antag	CHRM1 agonist	CHO parental Ca	OXTR potentiator	TAAR1 agonist	M1 PAM parental	M1 ag parental
NS(=O)(=O)c1ccc(CNC(=S)Nc2ccc(Cl)c(Cl)c2)cc1	28	-7	-3	-4	12	-19	8	21	1.8
COc1ccc(C(=O)NNC(=O)C(=O)NCc2ccccc2)cc1	-11	-4	-8	-5	-1	7	0	-6	-1.2
COc1ccccc1CC(=O)Nc1ccc(-c2noc(COc3cccc(C)c3C)n2)cc1	35	-5	21	-4	9	-6	1	23	1.7
COCCCN1C(=O)C2C(C(=O)Nc3cccc(Cl)c3)C3C=CC2(O3)C1C(=O)NC1CCCCC1 (configuration not stated)	·	-9	-10	-2	-6	2	·	-3	0.5

Arranged by SMILES length (rising): three of the compounds above.
SMILES	TAAR1 antag	CHO-K1 Ca antag	M1 antag	CHRM1 agonist	CHO parental Ca	OXTR potentiator	TAAR1 agonist	M1 PAM parental	M1 ag parental
CC(Cc1cccs1)NC(=O)Nc1ccc(Cl)cc1 (configuration not stated)	16	13	-6	3	0	-18	11	-5	7.3
CCNC(=O)CCn1nc(-c2ccc(Cl)cc2)c2ccccc2c1=O	-8	-18	-6	-2	-10	-8	4	19	0.7
CC(C)c1ccc(NC(=O)C2C3C=CC4(CN(Cc5cccnc5)C(=O)C24)O3)cc1 (configuration not stated)	-3	1	-7	-6	-7	-2	2	11	0.6

Some of these compounds in order of molecular weight, low to high.
SMILES	TAAR1 antag	CHO-K1 Ca antag	M1 antag	CHRM1 agonist	CHO parental Ca	OXTR potentiator	TAAR1 agonist	M1 PAM parental	M1 ag parental
O=C(COc1cccnc1[N+](=O)[O-])NCCc1ccccc1	-14	-9	-22	-5	-22	-5	4	18	0.3
Cc1cc(C)cc(NC(=O)COC(=O)CCC2CCCC2)c1	5	-12	-16	-3	-4	-6	1	4	-0.7
Clc1ccc(Oc2ncnc3oc(-c4ccccc4)cc23)cc1	14	0	-11	2	-5	-3	16	10	0.0
COC(=O)[C@@H](NC(=O)N(C1CCCCC1)C1CCCCC1)C(C)C	2	-9	-9	-7	-12	7	13	17	0.2
Cn1c(=O)c2c(-c3ccccc3)n(Cc3cccnc3)cc2n(C)c1=O	-11	-1	-13	-3	1	-10	10	9	0.0
O=C(c1[nH]c(C(F)(F)F)nc1-c1ccccc1)N1CCc2ccccc2C1	11	-5	-14	-2	·	·	81*	5	0.2
Cc1ccc(C(=O)NCC(=O)OCC(=O)Nc2ccc3[nH]c(=O)[nH]c3c2)cc1	1	2	1	-4	-10	-5	0	8	0.7
NS(=O)(=O)c1ccc(CNC(=S)Nc2ccc(Cl)c(Cl)c2)cc1	28	-7	-3	-4	12	-19	8	21	1.8
COc1ccccc1CC(=O)Nc1ccc(-c2noc(COc3cccc(C)c3C)n2)cc1	35	-5	21	-4	9	-6	1	23	1.7
C[C@H](CO)N1C[C@H](C)[C@@H](CN(C)Cc2ccc(C(=O)O)cc2)Oc2c(cccc2N(C)C)C1=O	14	-18	-4	-7	1	-2	4	19	1.1
COCCCN1C(=O)C2C(C(=O)Nc3cccc(Cl)c3)C3C=CC2(O3)C1C(=O)NC1CCCCC1 (configuration not stated)	·	-9	-10	-2	-6	2	·	-3	0.5
